# Mdm2-MdmX inh = inhibitors of human Mdm2-MdmX association, primary screen, cell-based, luminescence, split luciferase, SaOS-2, uHTS | SaOS-2 split-luciferase Mdm2/MdmX complementation | hit rate 3% among 330,000 | inhibition, % at 8 µM | Protein Mdm4 (Homo sapiens) + E3 ubiquitin-protein ligase Mdm2 (Homo sapiens), …;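 active = inhibition of at least 50% at 8 µM in the primary screen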
# XBP1 UPR activ = activators of adaptive XBP1 UPR arm, primary screen, cell-based, CHO-XBP1 luciferase reporter, luminescence, uHTS; IRE1-XBP1 UPR activation; percent of tunicamycin response, DMSO as zero; hit rate 0.33% among 330,000; AID 463104, 2010; activation, % at 20 µM;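 active = versus positive control, 20 µM dose yields 30% or more activation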;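 note: 100% = tunicamycin at 10 µg/mL and 0% = DMSO only wells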
#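 Material: CHO cell line with stable XBP1 luciferase reporter; buffer or medium: F12 medium containing 10% fetal bovine serum; compound: single point, 20 µM final compound, 1% DMSO; incubation: 6 h treatment, 37 °C; measured by: glow luminescence from Steady-Glo reagent; evaluation: activation, % of tunicamycin; control set: tunicamycin high, DMSO low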
# APJ antagonist = antagonists of human apelin receptor APJ, primary screen, CHO-K1 cells, beta-arrestin complementation, luminescence | AID 2521, 2010 | hit rate 0.32% among 330,000 | inhibition, % at 20 µM | P35414;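 active = inhibition above about 40% at 20 µM, limit read from the data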;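 note: cells challenged with 10 nM apelin-13 agonist together with compound; plate controls were apelin-13 plus DMSO wells for no effect and DMSO wells lacking apelin-13 for full effect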
# CXCR6 block = CXCR6 receptor inhibitors, primary screen, cell-based, beta-arrestin, luminescence, CHO-K1 PathHunter, 1536-well | C-X-C chemokine receptor type 6 (Homo sapiens), O00574 | inhibition, % at 20 µM | hit rate 0.36% among 360,000; in the data active = inhibition above about 34%, passing the limit was not always enough;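 note: antagonist mode with CXCL16 agonist at 10 nM final; 0% = 10 nM CXCL16 with DMSO and 100% = unstimulated wells without agonist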
# Target sequence (O00574 whole entry, looked up): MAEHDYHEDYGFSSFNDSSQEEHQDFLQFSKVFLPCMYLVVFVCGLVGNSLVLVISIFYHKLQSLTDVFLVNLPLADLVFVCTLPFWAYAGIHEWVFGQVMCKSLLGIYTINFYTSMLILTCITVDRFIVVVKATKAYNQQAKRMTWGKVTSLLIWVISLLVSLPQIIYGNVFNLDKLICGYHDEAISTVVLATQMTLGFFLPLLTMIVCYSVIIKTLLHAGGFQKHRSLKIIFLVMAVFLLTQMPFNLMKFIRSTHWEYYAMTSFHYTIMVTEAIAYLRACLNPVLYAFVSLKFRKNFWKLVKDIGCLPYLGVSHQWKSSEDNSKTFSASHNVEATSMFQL
# CHOP UPR activ = activators of apoptotic CHOP UPR arm, primary screen, cell-based, CHO-CHOP luciferase reporter, luminescence, uHTS; UPR activation; percent of tunicamycin response over DMSO baseline; activation, % at 10 µM; hit rate 0.34% among 330,000; AID 449763, 2010;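 active = at 10 µM dose, activation of 40% or more, normalized to positive control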;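 note: 100% = tunicamycin at 10 µg/mL and 0% = DMSO alone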
#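 Evaluation: % reporter activation, DMSO baseline versus tunicamycin full activation; System: CHO-CHOP luciferase reporter cell line; Input: 500 cells/well; Incubation: 6 h compound treatment, 37 °C; Measured by: Steady-Glo luciferase luminescence; Dosing: one dose, 10 µM in 0.5% DMSO; Buffer or medium: F12 medium, 10% FBS; Benchmarks: positive tunicamycin 10 µg/mL, negative DMSO alone.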
# EBI2 antag = EBI2 receptor antagonists, beta-arrestin recruitment, primary screen, cell-based, luminescence, 7a,25-OHC stimulation, uHTS | G-protein coupled receptor 183 (Homo sapiens), P32249 | 7a,25-OHC stimulated | inhibition, % at 5 µM | hit rate 0.81% among 360,000 | AID 651636, 2012; in the data active = inhibition above about 38%;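 note: enzyme fragment complementation signal reports receptor beta-arrestin coupling in cells; 0% = agonist plus DMSO wells and 100% = wells without agonist; some results beyond the cut were filed as inactive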
# Target sequence (P32249 whole entry, looked up, the tested form may be a part): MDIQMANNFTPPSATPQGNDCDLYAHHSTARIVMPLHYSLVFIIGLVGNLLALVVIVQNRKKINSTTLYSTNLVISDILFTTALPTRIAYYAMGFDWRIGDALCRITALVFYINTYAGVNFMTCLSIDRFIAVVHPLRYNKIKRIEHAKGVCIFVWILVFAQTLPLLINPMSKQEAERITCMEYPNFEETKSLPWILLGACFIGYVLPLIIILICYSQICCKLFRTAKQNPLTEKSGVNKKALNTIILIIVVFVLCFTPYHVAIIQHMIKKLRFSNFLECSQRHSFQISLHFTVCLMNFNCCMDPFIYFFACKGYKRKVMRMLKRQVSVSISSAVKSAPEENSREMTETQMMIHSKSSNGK
# tim23-1 inh = growth inhibitors of tim23-1 mutant yeast, primary screen, luminescence, uHTS; hit rate 1.3% among 330,000; S. cerevisiae tim23-1 growth, BacTiter-Glo luminescence, 24 h; inhibition, % at 20 µM; AID 463212, 2010;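 active = growth inhibition of the mutant yeast at or above 50%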;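 note: temperature-sensitive mutant grown at 25 °C; plate controls were DMSO-treated mutant yeast for no effect and medium wells lacking yeast for full effect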
# CCR6 antag = CCR6 receptor antagonists, primary screen, cell-based, CHO-K1, luminescence, beta-arrestin, uHTS. C-C chemokine receptor type 6 (Homo sapiens), P51684. CHO-K1 CCR6 PathHunter beta-arrestin, CCL20-stimulated. inhibition, % at 20 µM. hit rate 0.49% among 340,000. AID 493098, 2011;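 active = compounds whose inhibition of the agonist-driven luminescence signal at 20 µM reaches about 50%, limit read from the data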;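 note: cells stimulated with CCL20 at 14 nM final; plate controls were DMSO with CCL20 for no effect and DMSO without agonist for full effect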
# Target sequence (P51684 whole entry, looked up): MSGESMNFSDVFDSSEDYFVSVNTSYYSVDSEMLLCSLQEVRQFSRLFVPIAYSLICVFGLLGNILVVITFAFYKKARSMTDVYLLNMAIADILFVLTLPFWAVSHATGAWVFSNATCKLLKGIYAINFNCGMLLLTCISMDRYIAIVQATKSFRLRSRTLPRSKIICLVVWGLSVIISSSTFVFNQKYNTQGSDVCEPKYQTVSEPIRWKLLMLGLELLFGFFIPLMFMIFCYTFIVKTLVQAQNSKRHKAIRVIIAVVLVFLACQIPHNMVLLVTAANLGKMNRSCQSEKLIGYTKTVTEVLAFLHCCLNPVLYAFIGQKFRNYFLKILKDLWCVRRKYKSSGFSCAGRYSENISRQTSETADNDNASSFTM
# APJ agonist = agonists of human apelin receptor APJ, primary screen, CHO-K1 cells, PathHunter beta-arrestin, luminescence | AID 2520, 2010 | P35414 | activation, % at 20 µM | 0% DMSO wells, 100% apelin | hit rate 0.11% among 330,000;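 active = activation more than six SD over the plate average, tested at 20 µM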;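 note: 0% = DMSO alone and 100% = apelin-13 at 10 nM; some results filed as inactive read as strong as hits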
#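 Test system: CHO-K1 APJ beta-arrestin complementation cell line. Amount: cell density 1000 per well. Controls: DMSO negative, 10 nM Apelin-13 positive. Signal: luminescent beta-gal fragment complementation, chemiluminescent substrate. Read-out basis: agonist-driven arrestin binding to APJ. Timing: compound stimulation 90 min at 25 °C, detection 60 min.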
# An asterisk follows results filed as active; · = not tested or not shown. Not all compounds are listed. The share of hits here may be higher or lower than overall.
mol	Mdm2-MdmX inh	XBP1 UPR activ	APJ antagonist	CXCR6 block	CHOP UPR activ	EBI2 antag	tim23-1 inh	CCR6 antag	APJ agonist
Cc1cccc(-c2cc3nc(C)cc(C)n3n2)c1	-80	-3	-12	9	2.7	7	10	2	-2
CCOc1ccc(-c2noc(CCCC(=O)NC3CCCC3)n2)cc1OC	13	-7	-14	-6	-0.1	3	19	0	-1
CCCc1cc(=O)[nH]c(SCCc2ccccc2)n1	9	-4	15	3	1.3	11	31	13	-4
O=C(NCCCN1CCCC1=O)c1cc(=O)c2ccccc2o1	-17	-2	21	-7	-2.6	2	-11	-13	-5
CCN(Cc1ccccc1)C(=O)C1CCN(Cc2ccc(OC)c(OC)c2OC)CC1	26	-1	3	4	-2.0	3	-1	2	-4
COc1ccc(C)cc1NC(=O)NCc1ccccn1	8	1	6	-3	-0.7	-4	8	-12	1
CC(OC(=O)/C=C/c1ccc2ccccc2n1)C(=O)N(C)c1ccccc1 (configuration not stated)	65*	0	4	-4	5.5	1	52*	2	-1
CCOC(=O)c1ccc(NC(=O)CSc2nnnn2CCCO)cc1	26	1	15	-6	-1.6	-1	11	0	-4
O=C(CN(C(=O)CCC(=O)Nc1nccs1)c1cccc(F)c1)NCc1ccc2c(c1)OCO2	9	-1	-3	4	1.3	0	-7	16	-2
CCOC(=O)C1CCCN(c2ncnc3c2oc2ccccc23)C1 (configuration not stated)	-11	7	-16	-4	-1.6	9	11	10	-1
O=C(Nc1ccccc1)N1CCN(Cc2ccc3c(c2)OCO3)CC1	19	-3	3	-1	0.1	10	5	-3	-2
O=C(Cc1cccs1)Nc1cccc(-c2nnc(-c3ccco3)o2)c1	-17	-3	-3	8	2.5	25	-4	6	1
S=c1[nH]nc(-c2ccco2)n1/N=C/c1cccc(Cl)c1	-26	1	3	8	1.1	-3	29	6	-1
COc1ccc(CCNC(=O)c2csc3c2CCCC3)cc1OC	-8	1	20	3	0.1	6	18	6	-2
Cc1onc(-c2ccccc2Cl)c1C(=O)NCc1nc(-c2ccc(C(F)(F)F)cc2)no1	14	-2	-10	3	-2.3	12	1	8	-2
O=S(=O)(Cc1cc(NCc2ccccc2)nc(-c2ccccn2)n1)c1ccccc1	12	1	-4	0	0.3	8	-15	12	-3
CC(=O)c1cccc(NC(=O)COC(=O)CCC(=O)c2cccs2)c1	18	0	-7	10	1.5	3	23	-4	-5
C#Cc1cccc(C(=O)N2CCCC(C(=O)c3ccc(OC)cc3C)C2)c1 (configuration not stated)	20	-3	1	10	1.5	-8	24	10	-3
CCC(C)(C)n1nnnc1C(c1cc2cccc(C)c2[nH]c1=O)N1CCCC1 (configuration not stated)	-40	-2	-14	-2	-1.0	-10	17	-1	-3
CCOCCn1c(=NC(=O)CSCC(=O)Nc2cc(C)on2)sc2cc(OC)ccc21	19	-8	9	6	-0.2	5	13	23	-5
Cc1ccccc1-n1c(SCC(=O)Nc2c(C)cccc2C)nc(O)cc1=O	-2	-4	10	9	1.1	0	21	-7	3
CCS(=O)(=O)c1c(S(=O)(=O)CC)c2ccccn2c1C(N)=O	9	-1	-1	3	1.3	3	-1	-5	-2
CCc1cc(C(=O)OC)c(NC(=O)CC2NCCNC2=O)s1 (configuration not stated)	3	6	7	-2	-3.1	-7	5	-2	-1
Cc1ccc(-c2nc3ncccc3o2)cc1NC(=O)COc1ccccc1	-11	0	12	-3	-2.4	-18	13	-11	-4
O=C1NC(=O)/C(=C/c2ccc(-c3cccc([N+](=O)[O-])c3)o2)S1	-18	0	-15	8	1.5	-5	-2	-8	6
Cc1ccccc1C(=O)Nc1nnc(-c2ccco2)o1	-20	-2	1	-6	1.9	-4	13	6	0
Brc1ccc(-c2nnc(-c3cccnc3)o2)cc1	-28	3	14	-30	2.8	-5	8	-3	-3
COC(=O)[C@@H](NC(=O)c1ccc2c(c1)S(=O)(=O)c1ccccc1C2=O)C(C)C	15	7	-44	-11	-2.4	-3	28	-3	3
COc1ccc2c(c1)C(=O)[C@@H](O)[C@H](c1ccc(OC)c(Br)c1)O2	26	2	40*	26	4.8	9	41	59*	-20
O=C(COC(=O)C12CC3CC(CC(Br)(C3)C1)C2)NNC(=O)c1ccccc1	-10	2	14	-8	1.9	5	11	-6	-1
CCc1c(C)c2ccc(OCC(=O)NCC3CCC(C(=O)O)CC3)c(C)c2oc1=O (configuration not stated)	21	0	-77	-8	-1.3	-5	-8	-15	1
O=S1(=O)CCN2C(=N1)SC1=C2CCN(Cc2ccccc2)C1	-20	-3	8	5	1.9	-2	12	-16	-3
COC(=O)c1sccc1NC(=O)/C=C/c1c(Cl)cccc1Cl	12	3	18	8	6.2	15	14	19	-4
COc1ccc([C@H](OC)[C@@]2(Cc3ccc(O)cc3)N=C(N)N(C)C2=O)cc1	7	-2	10	3	1.4	-6	2	-1	-2
Cc1oc(-c2ccc(Cl)cc2)nc1CN1CCC(C(=O)NCCCN2CCOCC2)CC1	22	0	6	-7	0.7	-6	-31	-2	-2
COc1cc(NS(=O)(=O)c2ccc(NC(=S)NC(=O)CC(C)C)cc2)nc(OC)n1	-12	-1	23	8	0.9	-5	17	13	6
COc1ccc(CNc2ccc3c(c2)CCC3)cc1OC	23	2	1	·	-0.5	·	-5	·	-1
CN(Cc1ccccc1)C(=O)COC(=O)c1cc(S(=O)(=O)N(C)C)ccc1N1CCCC1	10	-1	10	0	-0.3	-5	10	18	-4
CCCOc1ccc(N2CC(C(=O)Nc3ccccn3)CC2=O)cc1 (configuration not stated)	-7	-2	-12	-4	1.5	1	14	-14	0
CCN(CC)S(=O)(=O)c1ccc(N2CCCC2)c(C(=O)OCC(=O)N2CCCC2)c1	3	3	11	-2	-0.9	0	1	21	-2
COc1cccc(C2CC(c3cccs3)=NN2C(=O)CSc2nc3ccccc3o2)c1OC (configuration not stated)	24	-1	0	11	-1.4	24	18	2	-2
CCOC(=O)c1[nH]c2ccccc2c1NC(=O)NC(C)C	-6	-3	-5	3	0.0	-5	7	8	-5
Cc1ccc(NS(=O)(=O)c2cc(C(=O)N(C)C3CCN(C)CC3)ccc2Cl)cc1Cl	4	-2	-7	5	-0.2	-13	-2	12	-1
CCOC(=O)c1cn(-c2c(Cl)cccc2Cl)c2cc(Cl)c([N+](=O)[O-])cc2c1=O	45	-1	3	-4	5.9	25	27	7	3
CCOC(=O)c1sc(-c2ccc(C(F)(F)F)cc2)nc1O	-1	3	-8	-3	0.6	0	74*	-29	2
CN(C)C(=O)COC(=O)c1cccc(S(=O)(=O)Nc2ccc(OCc3ccccc3)cc2)c1	-10	-2	12	4	-1.4	1	14	16	-1
COc1ccc(C2Nc3ccccc3C(=O)N2Cc2ccccc2)cc1OC (configuration not stated)	6	3	15	6	0.2	6	6	1	-5
CCN(CC)CCOC(=O)c1ccc(N/C=C(/C#N)c2nc(-c3ccc4c(c3)OCO4)cs2)cc1	22	-1	-17	9	0.3	-5	-57	21	6
Oc1ccc(-c2cnc(-c3ccc(O)cc3)nc2)cc1	-122	4	9	-3	6.7	5	-5	12	8
COC(=O)c1cc(S(=O)(=O)N2CCN(Cc3ccccc3)CC2)c[nH]1	16	-4	-6	-14	-0.3	-8	3	12	6

# Further results follow.
mol	Mdm2-MdmX inh	XBP1 UPR activ	APJ antagonist	CXCR6 block	CHOP UPR activ	EBI2 antag	tim23-1 inh	CCR6 antag	APJ agonist
O=C(COc1ccccc1)Nc1ccccc1C(=O)NC1CC1	3	-3	13	5	-1.3	5	-4	12	-2
O=C(c1ccc(F)cc1)C1CCN(C(=O)N2CCOCC2)CC1	3	-2	12	-4	0.5	4	-14	-2	-4
COc1cccc2c(=O)cc(C)n(CC(=O)Nc3cccc(C)c3)c12	14	0	8	-7	-1.6	-11	0	9	0
CC(=O)Cc1ccccc1OC(=O)c1ccco1	-15	0	-8	-2	-1.8	-11	4	-11	1
Clc1ccccc1-c1nnc2n1-c1ccccc1SC2	16	-2	13	-2	-0.1	-13	20	12	-4
CC(=O)Nc1nnc(COc2ccccc2)s1	28	2	5	-6	-0.2	0	14	-4	-2
Cc1cccc(C(=O)NC(=S)NNC(=O)c2ccccc2Cl)c1	28	0	12	26	-1.8	-2	17	30	-4
COc1ccccc1NC(=O)NCCN1CCNC1=O	32	0	13	-8	3.4	-2	-1	-1	-2
O=C1Nc2ccc(Br)cc2C1(O)c1ccc(F)cc1 (configuration not stated)	24	-2	-18	-3	-1.3	-8	12	-3	-3
CCCOc1ccc(C(=O)NCC(c2cccs2)N(C)C)cc1 (configuration not stated)	-11	6	26	-1	0.2	0	12	5	-3
Cc1ccc(N2CC(C(=O)NCCN3CCOCC3)CC2=O)cc1 (configuration not stated)	-2	-4	-16	-6	2.1	-13	-1	8	-2
CC1(Br)C2CCCC1C2S(=O)(=O)c1ccccc1 (configuration not stated)	-19	-2	-16	6	-0.4	-2	20	-4	-1
CCN(CC)S(=O)(=O)c1ccc(OC)c(-n2cnnn2)c1	12	0	-17	-5	-1.3	-1	7	11	-2
COc1cccc(N2C(=O)CC(NNc3nc4ccccc4s3)C2=O)c1 (configuration not stated)	2	-3	-5	0	-0.8	-7	-4	3	-6
CCOCCCNC(=O)CSc1nc2nc(C)c(Cc3ccccc3)c(C)n2n1	7	-1	13	2	-1.7	-6	2	8	-2
O=C(NCc1ccc(F)cc1)C1CCCN(c2cnccn2)C1 (configuration not stated)	20	-4	-22	2	-1.2	-2	17	6	2
COc1ccc(C(=O)Oc2ccc(=O)n(-c3ccccc3)n2)cc1	20	0	12	1	-0.6	-3	21	-2	-3
O=c1oc2ccccc2n1Cn1c(=O)oc2ccccc21	21	3	-16	10	-1.6	4	14	-4	-7
COc1ccc(NC(=O)Cn2nnc(C(=O)NCc3cccc(OC)c3)c2N)cc1	15	0	12	-2	-0.8	-6	-4	-1	8
